NOD2 RIPK2 PPI: NOD2-RIPK2 binding disruptors in cells, primary screen, fluorescence, CHO cells, BLA complementation; Receptor-interacting serine/threonine-protein kinase 2 (Homo sapiens), O43353; CCF4 ratio; inhibition, % at 4.98 µM; hit rate 0.38% among 360,000; in the data active = inhibition above about 21%;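 note: 0% = vehicle only and 100% = reference blocker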
Target sequence (O43353 whole entry, looked up): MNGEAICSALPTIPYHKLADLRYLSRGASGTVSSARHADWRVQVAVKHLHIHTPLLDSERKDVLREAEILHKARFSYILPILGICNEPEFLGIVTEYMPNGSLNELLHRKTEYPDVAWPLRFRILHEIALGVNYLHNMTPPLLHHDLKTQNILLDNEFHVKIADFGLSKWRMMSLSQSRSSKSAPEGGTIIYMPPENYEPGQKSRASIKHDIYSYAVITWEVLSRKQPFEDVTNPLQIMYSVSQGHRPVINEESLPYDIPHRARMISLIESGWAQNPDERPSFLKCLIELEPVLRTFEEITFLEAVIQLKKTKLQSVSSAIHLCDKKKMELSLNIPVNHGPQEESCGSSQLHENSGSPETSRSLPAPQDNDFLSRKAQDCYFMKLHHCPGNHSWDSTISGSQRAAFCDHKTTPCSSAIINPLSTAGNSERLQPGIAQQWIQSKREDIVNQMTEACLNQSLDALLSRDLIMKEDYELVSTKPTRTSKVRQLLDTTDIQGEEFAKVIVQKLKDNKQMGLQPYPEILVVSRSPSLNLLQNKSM
NCOA3 inh: SRC3 coactivator transcriptional activity inhibitors, primary screen, cell-based, luminescence. Nuclear receptor coactivator 3 (Homo sapiens), Q9Y6Q9. HEK293 GAL4-SRC3 luciferase reporter. inhibition, % at 3.6 µM. hit rate 0.17% among 360,000;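 active = inhibition above a per-campaign cutoff, the mean of all compounds plus 3 SD, cut at about 60% in these data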;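 note: 0% = DMSO-treated cells and 100% = gossypol-treated cells at 36 µM; higher means less SRC3-driven luciferase light from the GAL4 reporter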
TLR9-MyD88 block: inhibitors of TLR9-MyD88 association in cells, primary screen, cell-based, CHO, BLA complementation, fluorescence; Toll-like receptor 9 (Homo sapiens) + Myeloid differentiation primary response protein …; CCF4 FRET ratio; inhibition, % at 4.98 µM; hit rate 0.21% among 340,000; AID 504734, 2011;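 active = inhibition above the mean over all tested compounds plus 3 SD, cut at about 21% in these data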;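 note: 0% = DMSO only wells and 100% = clavulanate BLA inhibitor control wells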
NR5A2 inv ag: LRH-1 (NR5A2) inverse agonists, primary screen, cell-based, luminescence, HEK293T, StAR-luciferase reporter; Nuclear receptor subfamily 5 group A member 2 (Homo sapiens), O00482; AID 602396, 2012; hit rate 0.13% among 360,000; LRH-1 transfected, 24 h; inhibition, % at 3.6 µM;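 active = inhibition above the mean inhibition of all tested compounds plus 3 SD, cut at about 73% in these data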;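 note: 0% = DMSO wells and 100% = reporter-only cells lacking LRH-1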
C8 TRAIL sens: viability loss with TRAIL in NB7+C8 cells, primary screen, TRAIL sensitizer project, cell-based, ATPlite luminescence | inhibition (viability loss, TRAIL sensitization), % at 10 µM | hit rate 1% among 360,000 | AID 624354, 2012;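 active = compounds causing at least 50% loss of cell viability in the single-dose screen, relative to plate controls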
Vif imaging: HIV Vif self-association inhibitors, primary screen, imaging, HEK293T, single point; HEK293T cells, Vif self-association by quenched fluorescence, 24 h; inhibition, % at 7.49 µM; hit rate 0.35% among 340,000; AID 602346, 2012; in the data active = inhibition above about 50%, passing the limit was not always enough; note: some results filed as inactive read as strong as hits
EBV LMP1 NFkB: EBV LMP1-driven NF-kappaB luciferase reporter inhibitors, primary screen, cell-based, luminescence, single point; LMP1-induced NF-kappaB luciferase reporter cells; inhibition, % at 12.5 µM; hit rate 0.69% among 350,000; AID 504558, 2011; in the data active = inhibition above about 41%;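 note: 0% = neutral control wells and 100% = reference inhibitor control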
NR2F2 inh: NR2F2 transcriptional activity inhibitors, primary screen, cell-based, luciferase reporter, HEK293T, luminescence. inhibition, % at 8.6 µM. AID 686940, 2013. COUP transcription factor 2 (Homo sapiens), P24468. HEK293T NGFI-A luciferase reporter. hit rate 0.7% among 370,000;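 active = inhibition above a per-plate cutoff, mean inhibition of test wells between control levels plus 3 SD, cut at about 38% in these data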;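 note: cells cotransfected with COUP-TFII expression vector driving the NGFI-A reporter; 0% = median of COUP-TF2 test wells and 100% = reporter-only cells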
Target sequence (P24468 whole entry, looked up): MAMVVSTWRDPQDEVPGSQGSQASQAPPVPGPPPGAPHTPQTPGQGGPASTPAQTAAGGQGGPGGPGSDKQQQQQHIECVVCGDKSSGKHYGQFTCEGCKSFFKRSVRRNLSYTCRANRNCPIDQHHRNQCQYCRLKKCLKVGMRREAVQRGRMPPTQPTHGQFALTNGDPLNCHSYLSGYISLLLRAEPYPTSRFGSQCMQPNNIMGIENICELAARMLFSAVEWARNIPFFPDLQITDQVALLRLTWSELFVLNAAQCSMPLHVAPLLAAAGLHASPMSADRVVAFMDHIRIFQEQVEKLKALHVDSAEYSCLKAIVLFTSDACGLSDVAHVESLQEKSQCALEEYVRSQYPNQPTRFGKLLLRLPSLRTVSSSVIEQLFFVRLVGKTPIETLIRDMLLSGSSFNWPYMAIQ
NCOA2 inhibitor: inhibition of GAL4-SRC2 driven luciferase reporter, primary screen, SRC2 inhibitor project, cell-based, luminescence; Nuclear receptor coactivator 2 (Homo sapiens), Q15596; HEK293 GAL4-SRC2 luciferase reporter; inhibition, % at 9 µM; hit rate 0.17% among 370,000; AID 651957, 2012;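 active = inhibition above the mean inhibition of all tested compounds plus 3 SD, set per campaign, cut at about 52% in these data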;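 note: 0% = DMSO treated cells and 100% = cells given Gossypol at 36 µM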
SRC1 inh: SRC1 coactivator transcriptional activity inhibitors, primary screen, cell-based, luminescence; Nuclear receptor coactivator 1 (Homo sapiens), Q15788; HEK293 GAL4-SRC1 luciferase reporter; inhibition, % at 3.6 µM; hit rate 0.12% among 360,000; AID 588354, 2011;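 active = inhibition above the campaign mean plus 3 SD, with each screening campaign given its own cutoff, cut at about 60% in these data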;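 note: 0% = DMSO treated cells and 100% = gossypol at 36 µM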
TROY signal inh: inhibitors of TROY-driven NF-kB signaling, primary screen, Q293 LMP1-TROYcd cells, NF-kB luciferase, uHTS | Q293 LMP1-TROYcd NF-kB luciferase reporter, 4 h | inhibition, % at 10 µM | AID 1347056, 2019 | hit rate 0.98% among 360,000;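 active = compounds whose plate-normalised and pattern-corrected inhibition of the luciferase reporter signal at the single screening dose is 50% or more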
* hit, by the source's call; · = not tested or not shown. These rows are one share of the data; count on the stated rates, not on these rows.

SMILES	NOD2 RIPK2 PPI	NCOA3 inh	TLR9-MyD88 block	NR5A2 inv ag	C8 TRAIL sens	Vif imaging	EBV LMP1 NFkB	NR2F2 inh	NCOA2 inhibitor	SRC1 inh	TROY signal inh
O=C(CSc1n[nH]c(-c2ccc(S(=O)(=O)NC3CCCCC3)cc2)n1)N1CCCC1	-2	8	-7	-1	11	-2	7	6	1	-22	10
O=C(NCc1ccc2c(c1)OCO2)C1CC(c2ccc(Cl)cc2)=NO1 (centres undefined)	0	23	-2	-20	2	9	-6	-17	18	-11	28
CC[C@]12c3[nH]c4cc(-c5ccco5)ccc4c3CCN1C(=O)[C@@H](CC(=O)NCCCOC)C[C@@H]2C(=O)N1CCN(C(=O)c2ccco2)CC1	7	-11	-4	-11	0	-5	-3	3	14	-20	-13
Cc1ccc(-c2nn(CC(=O)Nc3ccc4c(c3)nc3n4CCOC3)c(=O)c3ccccc23)cc1	0	-10	4	-9	-13	6	-4	8	-19	-6	-31
CCn1c(=O)n(CCOC)c(=O)c2c3c(sc21)CCCC3	-1	4	1	-21	-3	·	-2	2	17	9	14
CCCCc1ccc(NC(=O)C(=O)NCCN2CCN(Cc3ccc([N+](=O)[O-])cc3)CC2)cc1	10	10	5	2	32	-23	19	10	18	0	0
Cc1cc(C(=O)N2CCN(c3ncccc3C#N)CC2)no1	0	-2	-13	-15	18	11	-2	13	4	-8	-32
Cc1ccc(NC(=S)N(CCN(C)C)C(C)c2ccco2)cc1Cl (centres undefined)	-3	8	-8	-8	-6	-3	3	9	-13	-1	5
O=C(O)c1cc(-c2ccccc2)c(N2CCOCC2)s1	-4	-1	-10	-11	-27	16	-2	2	-15	8	14
Cc1nn(CC(=O)NCCCN2C(C)CCCC2C)c(=O)c2cc3occc3n12 (centres undefined)	2	-16	-8	-13	-4	1	5	4	-7	9	14
CN(C)c1ccc(N2CC(C)(C)C2=O)cc1	-9	0	-1	-11	12	2	-11	-13	-35	1	-5
Cc1cc(=O)n2c(n1)NC(Nc1cccc(C)c1C)=NC2c1ccc(F)cc1 (centres undefined)	-6	15	·	1	-15	11	·	18	14	9	-6
Cc1ccc(CSc2nnnn2C)cc1	2	0	-9	-10	3	8	-6	2	-5	-20	-15
Cc1csc(N(C(=O)c2ccc(S(=O)(=O)N(C)C)cc2)c2ccccc2)n1	-10	-14	-8	2	-20	-2	2	7	24	1	-1
CCOc1ccccc1N1CCN(C(=O)CNC(=O)c2ccc(OC)c(OC)c2)CC1	-12	3	-4	-2	-29	-11	5	20	0	10	12
COc1ccccc1NS(=O)(=O)c1ccc(C(=O)NCCCN2CCOCC2)cc1	2	18	-1	-1	1	89*	-8	-17	-22	-19	-9
CN(C(=O)c1ccncc1)C1CC(C)(C)N(O)C(C)(C)C1	0	-1	-7	3	-13	11	-12	0	-9	-3	7
CCCCn1nc(NC(=O)c2cccs2)c2cc3cc(OC)ccc3nc21	15	-9	-3	13	3	-7	-19	8	-16	-6	-28
COCCNC(=O)C1CCN(C(=O)c2cc3sccc3n2Cc2ccc(F)cc2)CC1	-4	0	0	5	4	2	4	13	4	16	3
N/C(=N\S(=O)(=O)c1cc(C(F)(F)F)cc(C(F)(F)F)c1)c1cccs1	-1	20	2	10	-25	-5	3	-5	4	1	21
CC(CS(=O)(=O)c1ccccc1[N+](=O)[O-])N1CCOCC1 (centres undefined)	-1	15	-1	0	-13	1	-4	-4	3	20	-7
Cn1c(SCC(=O)N2CCOCC2)nc2c(c1=O)SCC2	-11	-11	0	16	-3	-2	-11	-8	-13	12	-1
CCCNS(=O)(=O)c1ccc(CCC(=O)NCc2ccc3c(c2)OCO3)cc1	-6	-8	-12	-5	3	·	5	10	14	11	2
O=C(CSc1nc2ccccc2s1)NCc1ccc2c(c1)OCO2	-19	9	0	2	-6	-1	31	11	-40	15	11
CC(=O)NC(CC(=O)NCC(=O)Nc1ccc(F)c(F)c1)c1ccccc1 (centres undefined)	-1	-8	1	-9	-33	-10	-2	13	6	-15	-6
CCOC(=O)CSc1ccc2nnc(-c3ccccc3)n2n1	-2	16	-9	3	-13	25	-1	-1	16	-3	17
CCCCc1nc2ccccc2[nH]1	6	0	11	-7	-7	-4	-8	-20	4	-7	0
CN1CCN(CC(=O)Nc2ccccc2C(F)(F)F)CC1	9	8	-5	5	-18	-2	-1	-7	13	11	-8
CCOC(=O)NNC(=O)NCCCCCCNC(=O)NNC(=O)OCC	-9	1	3	2	-5	4	-2	-6	4	1	4
Cc1ccc(NCc2cccnc2)c(Br)c1	0	6	5	2	1	2	1	-9	-5	-19	-36
Cc1c(C(=O)NCCN(C)C)oc2ccc(S(=O)(=O)N3CCCC3)cc12	-13	-16	-6	4	-8	-23	1	4	-21	-10	3
CCOc1ccc(NC(=O)CCc2c(C)noc2C)cc1OC	7	31	-7	-10	12	4	3	6	-27	-10	6
O=C(Cn1cc2c(n1)CCCCC2)Nc1ccc(F)cc1F	-10	-3	·	-7	-1	-1	·	-1	-12	-16	-6
CCOc1cc(-c2ccc(N)c(OCC)c2)ccc1N	4	-11	1	14	-8	0	0	-4	-24	-25	-8
Cc1ccc(S(=O)(=O)N2CCN(C(=O)COC(=O)CCc3ccccc3)CC2)c(C)c1	2	7	-4	-8	-2	-3	1	-6	0	18	4
C[C@H](NC(=O)c1nc[nH]c1C(=O)NCCCCCNC(=O)OC(C)(C)C)C(=O)OCc1ccccc1	6	-22	-2	13	6	-3	-2	6	13	-10	28
Cc1ccc(-n2ncc3c(=O)n(CC#N)cnc32)cc1C	-10	-18	-1	-22	-6	-3	-5	-27	-26	-17	·
Cc1ccc(-n2ccnc2SCC(=O)O)cc1C	0	11	-13	-6	6	-12	2	-5	-2	-5	2
Cc1cc(C(F)F)n2ncc(C(=O)O)c2n1	-6	10	-2	-12	-14	8	3	-19	-3	4	10
O=C(Nc1ccc2ncccc2c1)c1ccccc1	12	-31	-6	-1	-7	-3	0	7	-3	17	-12
CCOC(=O)c1c(C)[nH]c(C)c1S(=O)(=O)NCC1CCN(Cc2cccc(F)c2)CC1	2	-52	6	5	8	-5	-5	-6	20	-11	9
C[C@H](N)C(=O)N1CCC(C(=O)N[C@@H](Cc2ccccc2)C(=O)Nc2ccc(F)cc2)CC1	-3	22	2	26	-6	3	-3	14	-9	6	-6
S=c1[nH]c2nc(Cl)c(Cl)nc2[nH]1	0	-3	-6	7	-10	-6	4	9	-9	0	3
NC(=O)C[N+]1(CC#CC(O)(c2ccccc2)c2ccccc2)CCCC1	4	10	12	-4	5	13	1	-9	-37	15	7
Fc1ccccc1N1CCN(CCCNc2ccc3nncn3n2)CC1	-18	-18	10	-10	-18	·	6	-2	-11	-13	15
O=C(Nc1cccc(C(F)(F)F)c1)c1csc([C@@H]2C[C@H](O)[C@@H](CO)O2)n1	-6	0	·	-24	21	1	·	14	11	6	-9
OCCc1c[nH]c2cc(F)ccc12	4	3	-4	6	0	0	-2	-5	-12	-8	6
COc1cccc(NC(=O)c2cnc(SCC(=O)NCc3ccc4c(c3)OCO4)n(C)c2=O)c1	2	3	0	1	12	13	5	6	-30	14	29
OCC[C@@H]1C[C@H](O)[C@@H](O)[C@]2(OCc3cc(Cl)ccc32)O1	0	13	·	1	24	11	·	-6	-40	5	11
O=C(O)CSc1nnc(-c2ccc3c(c2)OCO3)n1-c1ccccc1	6	-10	2	-1	0	20	7	-9	-17	-25	-15
N#Cc1ccccc1S(=O)(=O)N1CCN(C(=O)[C@H](Cc2ccccc2)NC(=O)c2ccco2)CC1	-11	-2	3	14	0	-4	9	9	20	-4	4
O=C1CCC([N+](=O)[O-])C(c2cc3c(cc2Br)OCO3)N1 (centres undefined)	-2	7	-2	1	11	-3	6	5	-27	-6	9
CS(=O)(=O)N(Cc1ccc(C(=O)NC2CCCCC2O)cc1)c1ccccc1 (centres undefined)	0	2	0	5	10	1	-1	2	-7	3	1
COc1ccccc1CNC(=O)C1CCN(S(=O)(=O)N2CC(C)CC(C)C2)CC1 (centres undefined)	-13	4	-17	0	-1	-3	6	5	2	-9	17
CCN(CC)C(=O)[C@H]1CC(CC(=O)NCCCN(C)C)C(=O)N2CCc3c([nH]c4ccccc34)[C@]12C (some centres undefined)	-8	-3	-3	11	-12	·	-3	-13	-1	-3	5
COc1ccc(CCNC(=O)C(=O)NCc2cccs2)cc1OC	6	2	-10	-11	0	2	-1	10	-13	-33	2
c1ccc(-c2cc3nc(NCC4CC4)nc(NCC4CCCCC4)c3s2)cc1	-9	26	·	9	42	·	·	19	-2	20	15
O=C(Nc1nncs1)c1cccc(S(=O)(=O)N2CCCC2)c1	6	6	-1	-15	1	-4	-1	2	-20	-21	-19
COc1ccc(-c2nc(SC(CC(=O)NCCN3CCOCC3)c3cccs3)n[nH]2)cc1 (centres undefined)	-1	-4	-9	-16	-7	1	-1	-10	-15	2	6
CN(c1ccccc1)S(=O)(=O)c1cccc(NC(=O)CSc2nccc(=O)[nH]2)c1	-2	6	-6	-5	-2	16	-17	-1	-20	-11	13

Other compounds.
SMILES	NOD2 RIPK2 PPI	NCOA3 inh	TLR9-MyD88 block	NR5A2 inv ag	C8 TRAIL sens	Vif imaging	EBV LMP1 NFkB	NR2F2 inh	NCOA2 inhibitor	SRC1 inh	TROY signal inh
COc1ccc(NC(=O)CN2CCN(CC(=O)Nc3ccccc3Cl)CC2)cc1Cl	10	22	-8	2	2	-15	-12	11	-24	-4	-13
COCCn1c(SCC(=O)N2CCC(C)CC2)nc2c([nH]c3ccccc32)c1=O	8	-16	-7	10	8	-12	-30	-22	-55	0	-2
CCC(=O)Nc1c(-c2ccc(Cl)cc2)c(=O)c2ccccc2n1C	-10	11	1	34	-19	-3	-3	-8	2	11	-3
CN(c1ccccc1)S(=O)(=O)c1cccc(NC(=O)COc2ccccc2)c1	2	13	-4	-6	18	9	-9	3	1	-7	7
Cc1ccc(Oc2cc(NC(=O)CCCn3nc([N+](=O)[O-])cc3C)cc([N+](=O)[O-])c2)cc1	15	18	3	-24	-2	2	8	10	3	9	33
COC(=O)c1ccccc1NC(=O)NCc1c(C)nn(C)c1C	-4	18	-2	0	-6	1	1	15	7	-7	-4

Entries listed so far printed as active in Vif imaging.
| smiles | NOD2 RIPK2 PPI | NCOA3 inh | TLR9-MyD88 block | NR5A2 inv ag | Vif imaging | EBV LMP1 NFkB | NR2F2 inh | NCOA2 inhibitor | SRC1 inh |
| --- | --- | --- | --- | --- | --- | --- | --- | --- | --- |
| COc1ccccc1NS(=O)(=O)c1ccc(C(=O)NCCCN2CCOCC2)cc1 | 2 | 18 | -1 | -1 | 89* | -8 | -17 | -22 | -19 |
